DAX1 inh-1 – blocks DAX1 repression of SF-1 activated StAR promoter. HEK293T StAR-luciferase reporter, SF-1/DAX-1 repression relief. inhibition, % at 6.8 µM. 370,000 tested, 1.1% active. AID 652010;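 active = inhibition above the mean over all tested compounds plus 3 SD, cut at about 3.6% in these data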;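 also: 0% = DAX-1 cells with DMSO and 100% = cells lacking DAX-1 with DMSO; higher inhibition means more luminescence from relief of DAX-1 repression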
DAX1 inh-2 – inhibitors of human orphan nuclear receptor DAX1 (NR0B1); AID 504766; 340,000 tested, 0.99% active; P51843; inhibition, % at 6.75 µM; HEK293 Gal4-DAX1 luciferase reporter, luminescence;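 active = inhibition above the mean over all tested compounds plus 3 SD, cut at about 4.2% in these data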;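 also: 0% = DAX1-transfected cells with DMSO and 100% = empty-vector control cells with DMSO; inhibition shows as a rise in luminescence from relieved DAX1 repression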
ADAM17 inh – ADAM17 inhibition, QFRET primary screen; inhibition, % at 6.95 µM; recombinant ADAM17, EDANS/DABCYL FRET peptide cleavage; AID 720648; P78536; 370,000 tested, 0.83% active;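 active = inhibition above the mean of compounds lying between control limits plus 3 SD, set per campaign, cut at about 8.5% in these data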;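 also: 0% = DMSO-only wells as the low control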
ssDAF12 agonist – activates DAF-12 receptor from parasite S. stercoralis; HEK293 ssDAF-12/GRIP1 lit1-tk-luc reporter, luminescence; % of 3 µM dafachronic acid response; activation, % at 6.8 µM; 370,000 tested, 1% active;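 active = activation above the mean over all tested compounds plus 3 SD, cut at about 0.9% in these data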;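 also: 0% = DMSO-only wells and 100% = 3 µM delta7-dafachronic acid wells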
PLC-gamma1 inh – blocks human PLC-gamma1 enzyme activity. purified PLC-gamma1, fluorogenic substrate, fluorescence. inhibition, % at 12.2 µM. 370,000 tested, 0.84% active. AID 720700; in the data active = inhibition above about 9.5%
Target sequence (P19174 whole entry, looked up): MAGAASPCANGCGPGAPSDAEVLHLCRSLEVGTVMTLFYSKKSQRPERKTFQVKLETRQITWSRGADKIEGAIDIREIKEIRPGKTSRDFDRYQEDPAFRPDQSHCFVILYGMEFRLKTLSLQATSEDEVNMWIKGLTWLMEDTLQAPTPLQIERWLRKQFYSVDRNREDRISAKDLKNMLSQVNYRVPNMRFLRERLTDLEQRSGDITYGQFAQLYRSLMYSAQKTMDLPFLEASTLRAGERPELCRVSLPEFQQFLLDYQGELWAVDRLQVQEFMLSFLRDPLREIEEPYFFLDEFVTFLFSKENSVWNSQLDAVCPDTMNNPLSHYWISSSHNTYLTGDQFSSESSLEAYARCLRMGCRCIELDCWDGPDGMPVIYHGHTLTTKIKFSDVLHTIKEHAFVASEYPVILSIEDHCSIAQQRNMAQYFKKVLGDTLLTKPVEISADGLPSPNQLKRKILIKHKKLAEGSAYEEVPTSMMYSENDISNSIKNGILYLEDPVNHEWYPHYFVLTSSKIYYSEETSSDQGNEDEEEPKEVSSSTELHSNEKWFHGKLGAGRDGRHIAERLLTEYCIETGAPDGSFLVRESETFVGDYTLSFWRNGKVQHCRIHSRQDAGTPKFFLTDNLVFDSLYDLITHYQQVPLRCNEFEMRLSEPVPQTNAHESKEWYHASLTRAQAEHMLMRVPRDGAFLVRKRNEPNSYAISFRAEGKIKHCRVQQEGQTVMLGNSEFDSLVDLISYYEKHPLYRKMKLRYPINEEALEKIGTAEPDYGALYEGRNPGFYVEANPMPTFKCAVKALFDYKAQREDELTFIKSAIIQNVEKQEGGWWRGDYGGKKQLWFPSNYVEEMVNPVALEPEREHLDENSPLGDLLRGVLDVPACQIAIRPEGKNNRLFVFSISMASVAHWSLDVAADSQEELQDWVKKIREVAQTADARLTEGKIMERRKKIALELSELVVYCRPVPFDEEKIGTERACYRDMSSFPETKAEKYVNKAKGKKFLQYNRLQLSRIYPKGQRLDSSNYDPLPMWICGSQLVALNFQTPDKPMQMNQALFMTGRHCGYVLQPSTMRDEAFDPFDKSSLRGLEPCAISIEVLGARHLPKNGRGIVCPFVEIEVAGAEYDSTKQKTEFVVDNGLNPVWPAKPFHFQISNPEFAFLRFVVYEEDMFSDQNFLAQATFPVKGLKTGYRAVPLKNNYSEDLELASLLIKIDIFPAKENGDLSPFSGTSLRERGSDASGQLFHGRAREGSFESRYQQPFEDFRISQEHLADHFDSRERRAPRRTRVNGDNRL
GAA850 FXN act – increases GAA850 frataxin promoter reporter activity | HEK293 lucGAA850 FXN promoter luciferase reporter, 24 h; percent of 10 µM SAHA response | activation, % at 6 µM | 360,000 tested, 0.56% active;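 active = activation above the average of all compounds screened plus 3 SD, cutoff fixed separately per campaign, cut at about 7.5% in these data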;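 also: 0% = DMSO wells and 100% = 10 µM SAHA wells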
PLCb3 inh – inhibitors of human phospholipase C beta3. Q01970. Purified PLC-beta3, fluorogenic substrate, fluorescence. inhibition, % at 12.2 µM. 370,000 tested, 0.18% active. AID 720704; in the data active = inhibition above about 11%;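 also: 0% = median of compound wells on plate and 100% = full blocker control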
ADAM10 inh – ADAM10 inhibition, QFRET primary screen | inhibition, % at 7 µM | recombinant ADAM10, EDANS/DABCYL FRET peptide cleavage, 3 h | O14672 | 370,000 tested, 0.62% active | AID 720582;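 active = inhibition above a per-campaign cutoff equal to the mean of compounds falling between control-based bounds plus 3 SD, cut at about 20% in these data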;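 also: 0% = DMSO wells while the 100% control is not disclosed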
hcDAF-12 act – H. contortus DAF-12 activation, primary screen | HEK293 hcDAF-12 lit1-tk-luc reporter, luminescence; 0% DMSO, 100% Δ7-dafachronic acid | activation, % at 6.8 µM | AID 652067 | 370,000 tested, 1.4% active;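 active = activation above the mean of all tested compounds plus 3 SD, cut at about 5.5% in these data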;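 also: 100% = response to 3 µM Δ7-dafachronic acid high control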
sPLA2-III inh – Inhibits HGIII-sPLA2 liposome hydrolysis, primary screen; QFRET BODIPY PC-A2 liposome hydrolysis, fluorescence; inhibition, % at 12.2 µM; 370,000 tested, 0.56% active; Q9NZ20;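 active = inhibition above mean plus 3 SD of compounds lying within the high and low control bounds, cut at about 19% in these data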;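 also: 0% = median of test compound wells and 100% = no enzyme DMSO wells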
hgDAF12 agonist – agonists of H. glycines DAF-12 nuclear receptor; HEK293 GAL4-hgDAF12 UAS-luciferase reporter, agonist luminescence; normalized to butyrate control; activation, % at 6.8 µM; 370,000 tested, 1.8% active;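 active = activation above a cutoff set at the mean of all screened compounds plus 3 SD, cut at about 10% in these data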;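 also: 0% = DMSO wells and 100% = sodium butyrate wells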
* hit, by the source's call; i = inactive; nt = no result given.

SMILES | DAX1 inh-1 | DAX1 inh-2 | ADAM17 inh | ssDAF12 agonist | PLC-gamma1 inh | GAA850 FXN act | PLCb3 inh | ADAM10 inh | hcDAF-12 act | sPLA2-III inh | hgDAF12 agonist
COc1ccccc1-n1ccnc(SCC(=O)NC2CCCC2)c1=O | -0.9 | 1.2 | -9.9 | -0.7 | -9.7 | 1.0 | -20.6 | -24.4 | -0.7 | 9.6 | -1.3
COc1ccc(N2CCN(CCNS(=O)(=O)c3ccccc3[N+](=O)[O-])CC2)cc1 | -0.5 | nt | 2.5 | -1.0 | -1.7 | nt | 2.7 | 5.9 | -3.5 | -1.7 | -1.6
N/C(=N\c1nc2ccccc2o1)NC(=O)c1ccc([N+](=O)[O-])cc1 | -0.4 | nt | -3.0 | -0.8 | 0.6 | 1.8 | -4.7 | -13.1 | -0.9 | 2.2 | -2.0
COc1ccc(S(=O)(=O)N2CCCC2CNC(=O)C(=O)NCc2ccccn2)cc1 (stereo unspecified) | -0.1 | -0.8 | -4.3 | -0.7 | 1.3 | 0.3 | -5.3 | -3.2 | -0.7 | 2.7 | 0.6
CC(CCc1ccccc1)NC(=O)c1ccccc1Cl (stereo unspecified) | 0.1 | -0.9 | -5.0 | -0.1 | -1.5 | 2.2 | -4.9 | -0.1 | -2.1 | -1.2 | -1.5
COc1ccccc1-c1cc(=O)c2c(O)ccc([N+](=O)[O-])c2o1 | -0.1 | 1.7 | 1.1 | -0.6 | -2.5 | -1.0 | -0.7 | 7.6 | 0.2 | 4.5 | 4.2
COC(=O)[C@@]1(Cc2ccc(OC)cc2)[C@H]2c3cc(C(=O)N4CCCC4)n(CCn4cc([N+](=O)[O-])nc4C)c3C[C@H]2CN1C(=O)c1ccccc1 | 0.0 | 0.0 | -2.0 | -0.8 | -1.8 | 1.6 | 1.9 | -1.5 | -0.5 | 0.0 | -1.2
COc1ccc(C2=Nc3ccccc3N(C(=O)c3ccc4ncccc4c3)C2C(=O)NC(C)(C)C)cc1 (stereo unspecified) | 5.5* | nt | -16.2 | 1.3* | -157.0 | nt | -208.7 | -61.4 | 11.1* | -8.7 | 23.0*
Cc1cc(NS(=O)(=O)c2ccc(NC(=O)Cc3ccccc3)cc2)no1 | -0.6 | nt | -7.1 | -0.8 | 1.4 | nt | -0.3 | -5.1 | -1.5 | -4.7 | -1.8
CCN(CC)CCN(Cc1cc2cc3c(cc2[nH]c1=O)OCO3)C(=S)NCCCOC | 0.1 | 1.7 | -171.6 | -1.0 | -42.5 | -0.4 | -55.8 | -458.2 | -1.1 | 7.4 | 1.0
c1ccc2c3c([nH]c2c1)-c1[nH]ncc1CC3 | -1.6 | -0.1 | -3.4 | -2.0 | -9.9 | -3.3 | -12.8 | -12.4 | -3.0 | -19.0 | 0.5
O=C(/C=C/c1ccc2c(c1)OCO2)c1cccnc1 | -0.3 | -0.5 | -4.2 | -0.8 | -4.9 | 1.9 | -10.1 | 0.9 | 0.2 | 0.6 | -1.6
O=C(NCCS(=O)(=O)N1CCN(c2ccccc2)CC1)c1cc(=O)c2ccccc2o1 | -1.5 | 0.9 | 0.5 | -1.5 | 1.6 | -1.1 | 4.6 | -4.4 | 1.7 | 3.4 | 2.9
CCOC(=O)C1CCN(C(=O)COc2ccc(Cl)cc2Cl)CC1 | 0.6 | 0.1 | -4.4 | -1.5 | 2.5 | 0.3 | 2.5 | -9.6 | -2.0 | 3.4 | -4.5
C[C@H]1CN([C@@H](C)CO)C(=O)c2cc(C#Cc3ccccn3)cnc2O[C@@H]1CN(C)Cc1ccccc1 | -0.8 | 0.3 | -3.7 | -0.6 | -6.3 | 0.3 | -2.9 | -11.2 | 0.6 | -7.7 | 5.4
O=C(Cn1nnc2c(cnn2-c2ccc(F)cc2)c1=O)Nc1ccccc1C(F)(F)F | 0.3 | 0.9 | -3.1 | -1.5 | -2.2 | -1.1 | 3.1 | -0.4 | -0.5 | -0.1 | -2.1
CC1(C)c2[nH]c3ccccc3c2C[C@H]2C(=O)N(Cc3ccccc3)C(=O)N21 | -0.7 | -1.4 | -0.5 | -1.1 | -2.9 | -0.6 | -4.2 | -16.3 | -1.9 | -20.8 | -4.4
CC12CCC(C(=O)N(CSC(=S)N/N=C\c3ccccc3)C1=O)C2(C)C (stereo unspecified) | -0.6 | -0.2 | -1.3 | -1.0 | 1.5 | -0.6 | 0.4 | 5.5 | -0.5 | -0.6 | 1.1
Cc1oc(S(=O)(=O)N2CCCCC2)cc1NC(=O)Nc1ccc(Cl)cc1 | -0.5 | 0.7 | 3.8 | -1.4 | 4.0 | 0.5 | -2.3 | 0.4 | -1.6 | -23.6 | 0.4
CC1CCCN(C(=O)c2ccc(OC3CCN(CCc4ccccc4)CC3)cc2)C1 (stereo unspecified) | -0.8 | -0.1 | 1.5 | -1.2 | 2.0 | 0.3 | -2.2 | -1.3 | -2.2 | -12.5 | -1.3
Cc1nccc2oc(=O)c(NC(=O)c3ccc(Cl)cc3)cc12 | 0.3 | 2.1 | -4.0 | -0.9 | -6.2 | 0.9 | -10.7 | 4.0 | -1.4 | 2.3 | 2.4
CSCC[C@H](NC(=O)N1CCn2c1nc1ccccc12)C(=O)NCC1CCCO1 (stereo partly specified) | 0.4 | 0.0 | -1.4 | -1.0 | 0.5 | 0.3 | -4.6 | 4.0 | 1.8 | 3.7 | -0.7
CCOc1ccc(Cl)cc1CSc1n[nH]c(C)n1 | -0.3 | nt | 0.5 | -1.8 | 0.1 | 1.9 | -0.8 | 7.2 | -3.8 | -8.5 | -1.5
Cc1cc(C)n2nc(N)c(N=Nc3ccccc3)c2n1 | 0.3 | -0.6 | -3.8 | -1.4 | 1.9 | 1.1 | -3.4 | -5.4 | -1.2 | -1.3 | 5.6
O=C(CCN1C(=O)c2ccccc2C1=O)NCc1ccccc1 | 0.0 | 0.7 | 0.3 | -0.7 | 2.8 | 0.9 | -2.8 | -1.6 | -0.2 | 1.9 | -1.1

Taken from above:
Entry of O=C(CCN1C(=O)c2ccccc2C1=O)NCc1ccccc1 under ssDAF12 agonist: -0.7
Entry of Cc1cc(C)n2nc(N)c(N=Nc3ccccc3)c2n1 under ssDAF12 agonist: -1.4

Further structures follow.
SMILES | DAX1 inh-1 | DAX1 inh-2 | ADAM17 inh | ssDAF12 agonist | PLC-gamma1 inh | GAA850 FXN act | PLCb3 inh | ADAM10 inh | hcDAF-12 act | sPLA2-III inh | hgDAF12 agonist
CCCCn1c(N)c(N(CCOC)C(=O)c2ccc(C)o2)c(=O)[nH]c1=O | -0.4 | 0.2 | -5.8 | -0.8 | -6.1 | 0.0 | -4.0 | -16.2 | -1.0 | 14.2 | 2.9
Cc1ccc(C(C(=O)NCc2ccccc2)N(Cc2ccco2)C(=O)c2snc(C(N)=O)c2N)o1 (stereo unspecified) | -1.0 | -1.1 | -21.6 | -1.6 | -29.5 | -4.6 | -49.8 | -66.3 | -2.0 | -10.5 | -4.4
CCOc1ccc(S(=O)(=O)Nc2ccc(C(=O)N3CCCC3)cc2)cc1 | 0.2 | 0.4 | -0.2 | -1.3 | 3.2 | 2.1 | -1.5 | -1.8 | -0.8 | -9.5 | -1.9
CCN(CC)CCn1c(=N)n(CC(=O)c2ccc(C)cc2)c2ccccc21 | 1.4 | 3.4 | -4.1 | 1.2* | -2.2 | 2.1 | -5.6 | 4.8 | 8.2* | 4.8 | 4.7
O=C1CC(SCc2nc3ccccc3[nH]2)C(=O)N1c1ccc(F)cc1 (stereo unspecified) | 0.1 | -0.1 | -18.7 | -0.4 | -76.2 | -0.5 | -93.4 | -43.3 | 1.4 | 0.8 | -2.1
COC(=O)[C@@]1(C)[C@H]2C(=O)N(Cc3ccccc3)C(=O)[C@H]2[C@H]2CN=C(SCc3ccccc3)N21 | 1.1 | -0.2 | -1.8 | -1.3 | 0.7 | 15.7* | 3.7 | 0.1 | -0.9 | 0.4 | 0.5
O=C1NCCN1CCN1C(=O)c2ccccc2NC1c1ccccc1 (stereo unspecified) | 0.1 | -0.1 | i | -1.1 | i | 1.8 | i | i | -1.5 | -1.9 | -0.3
CC(C)CN1CCC(CN2CCNC(=O)C2=O)CC1 | 0.5 | -0.3 | -4.5 | -1.0 | -3.2 | 0.0 | 0.2 | -16.0 | 2.1 | 6.3 | 4.3
Cc1onc(-c2ccccc2)c1C(=O)N/N=C/c1cccs1 | -0.6 | nt | -2.0 | 0.2 | -0.5 | -0.8 | -1.5 | -8.2 | -0.1 | 5.4 | 2.5
NCCCNCCCCNCCCN | 0.6 | -0.1 | -1.2 | -1.1 | 6.1 | 2.3 | 7.9 | 8.8 | 1.6 | 7.0 | 3.0
CC(C)n1nnnc1SCC(=O)NCc1cccs1 | -0.7 | 1.6 | -2.5 | -0.8 | 1.6 | 1.4 | 2.4 | -0.1 | -0.3 | -2.2 | -0.6
CCn1c(SCC(=O)NC2CC2)nnc1-c1ccc(C)cc1 | -0.1 | -1.1 | -3.1 | -0.9 | 0.5 | -1.2 | -4.7 | -4.8 | -0.5 | -3.4 | -1.2
Cc1ccc(S(=O)(=O)N2CCN(C(=O)CCCN3C(=O)NC4(CCCC4)C3=O)CC2)cc1C | 0.1 | -1.2 | -6.4 | -1.1 | -1.7 | 2.2 | -6.6 | -17.2 | -1.0 | 9.8 | 0.5
CCCC(=O)N1CCC1(C)C(=O)Nc1ccccc1C(C)(C)C (stereo unspecified) | -0.8 | nt | -1.1 | -0.7 | 2.1 | -0.3 | 1.6 | 7.7 | 0.2 | 1.1 | 1.2
COc1ccc(NC(=O)c2cccc(C#N)c2)cc1NS(=O)(=O)c1ccc(F)cc1 | -0.2 | -0.5 | -0.3 | -1.0 | 1.0 | -0.3 | 4.3 | 4.0 | -3.2 | -17.9 | -1.7
Cc1nnsc1C(=O)NC1CCCCC1 | 0.1 | -0.5 | -5.4 | -1.2 | 2.0 | 2.1 | 1.0 | 1.0 | -0.9 | 0.8 | -0.3
CC(=O)c1cc(-c2ccccc2)n(CCC(=O)NCc2cccs2)c1C | 0.5 | 1.7 | -1.2 | -1.2 | 0.1 | -3.4 | 0.2 | 2.1 | -1.9 | -1.4 | -1.3
CCOP(=O)(c1ccc(N(C)C)cc1)C(O)c1ccc(C)cc1 (stereo unspecified) | -0.2 | 1.9 | -1.8 | -1.0 | 0.8 | -0.5 | -3.8 | 1.3 | -0.2 | -1.4 | 2.2
COC(=O)c1cn(C(=O)c2cc(Br)ccc2Cl)c2ccccc12 | -0.2 | 2.5 | -1.0 | -1.4 | -0.3 | 0.1 | -3.3 | -1.8 | -0.8 | -2.5 | 2.2
N#Cc1ccc(-c2ccc(Cl)cc2)nc1SCC(=O)c1cccc(Cl)c1 | -0.5 | 2.0 | -5.9 | -1.1 | -23.4 | 1.0 | -40.1 | 3.1 | 0.0 | -0.6 | 0.6
Cc1occc1C(=O)N(C)Cc1nc(-c2ccccc2)no1 | -0.8 | 0.4 | -6.3 | -1.0 | -3.5 | 0.8 | -5.9 | -13.3 | -1.9 | -1.5 | -0.6
